Screening data deposited in PubChem BioAssay by several laboratories.
procasp3 activ: activates human procaspase-3 | P42574 | recombinant procaspase-3 D3A, Ac-DEVD-pNA absorbance 405 nm | activation, % at 8.5 µM | 330,000 tested, 0.11% active;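 active = activation above the mean of all tested compounds plus 3 SD, cut at about 21% in these data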;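 note: 0% = DMSO alone and 100% = DMSO wells spiked with extra 5 µM PC-3 D3A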
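System: Procaspase-3 D3A mutant. Medium: Zinc-free 300 mM NaCl, 50 mM HEPES, 0.01% Triton X-100. Schedule: 1 h preincubation plus 2 h reaction at 25 °C. Measured by: 405 nm absorbance of p-nitroaniline, reads at 0 and 120 min. Read-out: percent activation relative to control range.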
RPL19A-GFP yeast: modulators of TOR pathway RPL19A-GFP in S. cerevisiae | S. cerevisiae RPL19A-GFP strain, flow cytometry, 3 h; stronger effect = lower value | percent response vs DMSO, % at 10 µM | 330,000 tested, 0.3% active;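 active = percent response vs DMSO below 50%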;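 note: median channel GFP fluorescence of the barcoded RPL19A-GFP strain; ratio of sample median GFP to plate DMSO average so 100% = DMSO; lower means less RPL19A-GFP as with rapamycin TOR inhibition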
AHR activator: human AHR activation; activation, % at 5 µM; 320,000 tested, 2.5% active; P35869; AHR-responsive luciferase reporter cells, luminescence; in the data active = activation above about 47%;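 note: 0% = vehicle wells and 100% = reference agonist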
Target sequence (P35869 whole entry, looked up): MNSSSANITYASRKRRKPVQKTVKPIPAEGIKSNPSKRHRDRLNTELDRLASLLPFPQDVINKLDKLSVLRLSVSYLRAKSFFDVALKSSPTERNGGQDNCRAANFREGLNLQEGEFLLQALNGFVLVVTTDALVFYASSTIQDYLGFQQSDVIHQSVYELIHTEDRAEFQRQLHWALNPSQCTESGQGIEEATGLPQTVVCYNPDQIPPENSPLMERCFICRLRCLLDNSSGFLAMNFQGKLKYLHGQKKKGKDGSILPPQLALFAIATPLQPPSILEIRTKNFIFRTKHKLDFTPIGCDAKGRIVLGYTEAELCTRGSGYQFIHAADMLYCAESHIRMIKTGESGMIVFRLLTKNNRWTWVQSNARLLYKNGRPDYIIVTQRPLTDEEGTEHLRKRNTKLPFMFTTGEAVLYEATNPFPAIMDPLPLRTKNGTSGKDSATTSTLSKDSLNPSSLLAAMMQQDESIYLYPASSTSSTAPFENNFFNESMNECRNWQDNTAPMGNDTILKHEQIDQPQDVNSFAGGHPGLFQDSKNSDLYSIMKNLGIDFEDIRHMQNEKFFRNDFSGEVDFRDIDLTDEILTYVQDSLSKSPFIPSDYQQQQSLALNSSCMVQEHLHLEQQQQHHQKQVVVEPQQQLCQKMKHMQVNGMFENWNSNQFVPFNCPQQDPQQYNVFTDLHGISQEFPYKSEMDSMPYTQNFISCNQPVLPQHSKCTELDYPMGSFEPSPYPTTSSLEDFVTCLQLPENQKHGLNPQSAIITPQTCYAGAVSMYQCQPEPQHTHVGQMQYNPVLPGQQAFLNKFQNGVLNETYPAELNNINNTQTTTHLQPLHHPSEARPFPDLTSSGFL
LAP4 TOR yeast: modulators of TOR pathway LAP4-GFP in S. cerevisiae | 320,000 tested, 0.34% active | S. cerevisiae LAP4-GFP multiplex, flow cytometry GFP, 3 h; median GFP as percent of DMSO wells | AID 2023 | GFP response vs DMSO, % at 10 µM;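 active = GFP response vs DMSO above a set limit, about the screen mean plus 3 SD, cut at about 150% in these data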
procasp7 counter: activates human procaspase-7, counter-screen for procaspase-3 activators; P55210; activation, % at 8.5 µM; recombinant procaspase-7, Ac-DEVD-pNA absorbance 405 nm; D23A/D198A/D206A triple mutant, cannot self-cleave; scale: DMSO 0, 5 µM enzyme 100; 330,000 tested, 0.093% active;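 active = percent activation above the screen-wide mean plus 3 SD, cut at about 25% in these data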
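System: Procaspase-7 triple mutant (PC-7 D3A); measure: % activation from two-timepoint absorbance difference, scaled to controls; times: 1 h compound preincubation, 2 h substrate cleavage, 25 °C; also added: Ac-DEVD-pNA substrate, 400 µM as added; measured by: Epi-absorbance of released pNA at 405 nm, two timepoints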
AGP1 TOR yeast: yeast TOR pathway AGP1-GFP modulation; 320,000 tested, 0.02% active; AID 2066; GFP response vs DMSO, % at 10 µM; S. cerevisiae AGP1-GFP multiplex flow cytometry, 3 h; GFP as percent of DMSO wells;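 active = GFP response relative to DMSO above a set limit, near screen average plus 3 SD, cut at about 150% in these data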;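 note: median GFP channel fluorescence of the gated AGP1 strain per well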
MEP2-GFP yeast: modulators of TOR pathway MEP2-GFP in S. cerevisiae | S. cerevisiae MEP2-GFP strain, flow cytometry GFP, 3 h; 100% = DMSO control level | GFP response vs DMSO, % at 10 µM | 330,000 tested, 0.51% active | AID 2016;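 active = GFP response versus DMSO above a set limit, roughly screen mean plus 3 SD, cut at about 180% in these data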;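 note: median GFP fluorescence of the barcode-gated MEP2-GFP cells per well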
CIT2-GFP yeast: modulators of TOR pathway CIT2-GFP in S. cerevisiae; AID 2029; GFP response vs DMSO, % at 10 µM; S. cerevisiae CIT2-GFP strain, flow cytometry, 3 h; 100 means same as DMSO wells; 320,000 tested, 0.065% active;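 active = GFP response relative to DMSO above a set limit, near the screen mean plus 3 SD, cut at about 150% in these data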;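 note: ratio of well median GFP fluorescence to mean of DMSO wells on the plate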
An asterisk follows results filed as active; · = no result given.

SMILES | procasp3 activ | RPL19A-GFP yeast | AHR activator | LAP4 TOR yeast | procasp7 counter | AGP1 TOR yeast | MEP2-GFP yeast | CIT2-GFP yeast
O=C(Nc1nc2ccccc2s1)c1ccccc1[N+](=O)[O-] | 1.8 | 101.0 | 28.0 | 89.2 | 5.9 | 106.1 | 110.1 | 112.3
CCCCCCCC1CC(/C(C)=N/NC(N)=O)OC1=O (configuration not stated) | -0.2 | 105.4 | 2.8 | 97.1 | 11.6 | 105.3 | 106.6 | 96.9
CN(C)S(=O)(=O)N1CCN(C(=O)N2CCCCCC2)CC1 | -0.3 | 97.9 | -0.5 | 100.1 | -2.5 | 92.1 | 104.5 | 95.2
O=C(NNS(=O)(=O)c1ccc(C(F)(F)F)cc1)c1cnn(-c2ccccc2)c1C(F)(F)F | 0.9 | 98.1 | -2.1 | 103.8 | 9.1 | 102.6 | 92.5 | 102.3
CCCn1c(=S)[nH]c2cc(C(=O)N3CCCC(C(=O)OCC)C3)ccc2c1=O (configuration not stated) | -0.1 | 92.0 | 0.0 | 98.1 | 5.7 | 94.6 | 101.9 | 91.2
CC(C)C(=O)Nc1cccc(C(=O)NCCc2ccc(S(N)(=O)=O)cc2)c1 | 0.3 | · | -5.0 | 96.7 | 1.2 | 95.1 | 95.3 | 99.2
COc1ccc(C(=O)NCC(C)NC(=O)c2ccc(OC)cc2)cc1 (configuration not stated) | 15.2 | 99.9 | -0.7 | 108.7 | 0.2 | 104.3 | 101.4 | 102.3
CCOC(=O)C1CCCN(c2c(Nc3ccc(C)c(C)c3)c(=O)c2=O)C1 (configuration not stated) | 2.2 | 101.4 | -1.2 | 106.8 | 1.8 | 92.8 | 101.8 | 92.2
S=C1NCCc2ccccc2C1c1ccccc1Cl (configuration not stated) | 3.1 | 97.5 | 6.0 | 99.4 | -11.5 | 98.5 | 104.7 | 104.7
O=C(O)C1Cc2ccccc2CN1C(=O)CSc1nnc2ccccn12 (configuration not stated) | 5.1 | 97.9 | 3.5 | 93.5 | -2.5 | 96.8 | 96.2 | 99.2
CCN1CCN(CCNC(=O)C2CCN(Cc3nc(-c4ccc(Cl)cc4)oc3C)CC2)CC1 | 7.4 | 100.1 | -0.5 | 99.3 | 0.8 | 104.3 | 105.1 | 111.8
CC(C)Cc1cc(CN2CCCC(CO)(Cc3cccc(Cl)c3)C2)[nH]n1 (configuration not stated) | 4.8 | 102.9 | 4.8 | 108.1 | 7.2 | 102.3 | 100.6 | 99.7
Nc1ccccc1-c1nc2ccccc2[nH]1 | 5.6 | 89.3 | 55.1* | 92.5 | -5.6 | 84.3 | 93.8 | 79.9
Cc1cc(=O)cc(C)n1-c1ccc(Cl)cc1 | 8.8 | 95.1 | -1.0 | 90.5 | 6.6 | 89.6 | 100.9 | 93.9
CCNC(=O)c1ccc(-n2nc(C(F)(F)F)c3c2CCCC3)cc1 | 8.2 | 97.8 | 13.7 | 106.0 | 4.7 | 89.6 | 88.8 | 90.3
COCCn1c(-c2ccccc2)nc2ccccc21 | -2.9 | 107.5 | 5.1 | 110.3 | 12.8 | 102.2 | 126.8 | 105.1
CC(=O)Nc1ccc(S(=O)(=O)N2CCCN(c3nc(C)cc(C)c3C#N)CC2)cc1 | 5.4 | 98.8 | -3.3 | 95.9 | -7.6 | 100.8 | 99.3 | 102.2
COCCNC(=O)c1ccc2c(c1)ncn2-c1ccc(F)c(F)c1 | 4.1 | 95.7 | -1.0 | 102.0 | 9.7 | 100.2 | 103.0 | 97.4
CCOC(=O)CN1C(=O)N[C@@H](CCc2ccccc2)C(C(=O)OC)=C1C | -0.7 | 99.5 | -1.1 | 96.8 | -10.8 | 90.6 | 86.4 | 112.9
O=C(O)C1CSC(c2ccccc2Cl)N1C(=O)c1ccc(Cl)cc1 (configuration not stated) | 5.0 | 105.7 | 1.2 | 114.8 | 1.1 | 103.0 | 135.4 | 85.8
CCSc1nnc(-c2ccc(C)cc2)c2ccccc12 | 3.7 | 95.4 | 27.0 | 99.1 | 5.0 | 88.3 | 93.4 | 87.0
O=C(CC1SC(N2CCCCC2)=NC1=O)Nc1cccc(C(F)(F)F)c1 (configuration not stated) | -3.9 | 96.5 | 1.3 | 97.6 | -5.1 | 97.1 | 96.5 | 98.9
CCC(=O)Oc1ccc2oc(=O)cc(C)c2c1 | -7.0 | 99.9 | 2.6 | 95.7 | -9.1 | 94.4 | 102.3 | 100.8
Cc1ccc(OCCC(=O)OCC(=O)NC(=O)NCc2ccccc2)cc1 | 0.0 | 98.4 | -1.4 | 115.8 | 11.6 | 108.7 | 103.7 | 102.3
Cn1c(CNC(=O)OC(C)(C)C)n[nH]c1=S | -3.4 | 104.4 | 1.8 | 104.6 | 9.4 | 105.8 | 99.8 | 99.8
O=C(c1ccc2oc(CCc3ccccc3)nc2c1)N1CC[C@H](O)C1 | 1.8 | 106.3 | 6.8 | 100.9 | 1.0 | 107.7 | 118.5 | 107.4
Cc1cc(NC(=O)C(C)SCC(=O)O)no1 (configuration not stated) | -0.8 | 94.5 | 0.5 | 98.3 | 2.7 | 100.7 | 102.3 | 92.4
O=C(c1cccc(NS(=O)(=O)c2ccc(F)c(F)c2)c1)N1CCN(Cc2ccccc2)CC1 | 9.6 | 103.9 | 2.7 | 93.7 | 9.0 | 105.0 | 99.4 | 100.2
O=C(Nc1ccccc1)Nc1nnc(Cc2ccc(F)cc2)s1 | 1.0 | 107.3 | 28.9 | 95.8 | -4.6 | 98.7 | 111.3 | 98.7
Brc1cccc(-c2nnc(SCc3ccon3)n2-c2ccccc2)c1 | 4.5 | 98.6 | 0.8 | 102.0 | 6.5 | 101.8 | 100.4 | 92.7

Entries listed above printed as active in AHR activator.
Compound,procasp3 activ,RPL19A-GFP yeast,AHR activator,LAP4 TOR yeast,AGP1 TOR yeast,MEP2-GFP yeast,CIT2-GFP yeast
Nc1ccccc1-c1nc2ccccc2[nH]1,5.6,89.3,55.1*,92.5,84.3,93.8,79.9

Returning to the listing, repeating the 2 entries before the break.
SMILES | procasp3 activ | RPL19A-GFP yeast | AHR activator | LAP4 TOR yeast | procasp7 counter | AGP1 TOR yeast | MEP2-GFP yeast | CIT2-GFP yeast
O=C(Nc1ccccc1)Nc1nnc(Cc2ccc(F)cc2)s1 | 1.0 | 107.3 | 28.9 | 95.8 | -4.6 | 98.7 | 111.3 | 98.7
Brc1cccc(-c2nnc(SCc3ccon3)n2-c2ccccc2)c1 | 4.5 | 98.6 | 0.8 | 102.0 | 6.5 | 101.8 | 100.4 | 92.7
CCc1nnc(NC(=O)CSc2nc(C3CCCCC3)nc3ccccc23)s1 | -1.1 | 97.9 | -1.3 | 85.1 | 18.5 | 101.0 | 97.5 | 99.7
Cc1cccc2c1-c1sc(C(=O)NCCCN3CCCC(C)C3)cc1CO2 (configuration not stated) | 9.8 | 94.2 | 7.0 | 100.7 | -0.2 | 98.4 | 104.0 | 94.0
NC(=S)N/N=C1\CC(c2ccc3c(c2)OCCCO3)Oc2ccc(F)cc21 (configuration not stated) | -2.2 | 94.9 | -2.3 | 106.3 | -8.4 | 107.1 | 93.8 | 102.2
Cc1cccc(CC(=O)NC2CCCCCC2)c1 | 6.0 | 102.7 | 5.6 | 90.1 | -0.1 | 97.4 | 98.0 | 92.7
Cc1ccc(C(=O)Nc2ccccc2C(=O)N2CCCC2)cc1[N+](=O)[O-] | -4.1 | 97.5 | 3.6 | 115.9 | -1.1 | 102.7 | 95.6 | 87.7
COc1ccc(S(=O)(=O)N2CCN(C)CC2)cc1NC(=O)c1ccccc1 | 5.4 | 115.8 | 1.8 | 103.2 | -3.6 | 111.9 | 114.3 | 109.4
O=C(NC(=S)NNC(=O)c1ccccc1F)c1cccnc1 | -14.9 | 95.7 | 45.6 | 105.8 | -10.7 | 103.4 | 96.1 | 100.1
O=C(NCC1CCCO1)C1CCCN(S(=O)(=O)c2ccc(Br)cc2)C1 (configuration not stated) | -4.2 | 104.3 | -5.2 | 101.8 | 9.1 | 104.0 | 104.6 | 101.9
CCOC(=O)c1c(OCCO)noc1N | 0.1 | 86.4 | 0.3 | 91.5 | 7.8 | 89.0 | 96.9 | 91.3
C/C(=N\NC(=O)CCC(=O)Nc1ccccc1)c1cccs1 | 2.5 | 104.8 | 19.6 | 101.0 | 1.8 | 104.4 | 97.6 | 108.1
Oc1ccccc1/C=N/Nc1cccc2cccnc12 | -1.2 | 105.0 | 29.7 | 102.6 | -6.8 | 102.8 | 97.5 | 102.4
CCC(C)NC(=O)c1ccc2nc(Cc3ccc(OC)cc3)oc2c1 (configuration not stated) | 6.3 | 104.9 | 8.9 | 93.4 | 10.9 | 107.5 | 105.8 | 101.2
C=CCn1c(=O)c2c(nc3n2CC(C)CN3c2cccc(OC)c2)n(C)c1=O (configuration not stated) | 9.5 | 101.3 | 29.2 | 101.3 | 7.0 | 105.1 | 102.3 | 102.3
CCN1C(=O)c2cccc3c(S(=O)(=O)Nc4ncccc4C)ccc1c23 | -2.0 | 97.2 | 4.0 | 94.3 | -4.2 | 101.3 | 99.8 | 103.0
CCOC(=O)c1cccc(NC(=O)c2ccc3c(c2)OCO3)c1 | -9.2 | 103.3 | -3.6 | 107.0 | 5.8 | 97.9 | 110.2 | 98.8
COc1ccc(CCNCC(=O)Nc2ccc(C)c(S(=O)(=O)N(C)C)c2)cc1OC | 1.8 | 103.0 | 1.7 | 109.6 | -2.3 | 101.9 | 104.1 | 95.8
CCC(C(=O)OCC(=O)Nc1ccc(OC)cc1OC)c1ccccc1 (configuration not stated) | -2.9 | 110.1 | 3.1 | 109.3 | -3.1 | 103.0 | 110.1 | 99.9
C=CCN(C(=O)c1cccc(C(F)(F)F)c1)C1(C(=O)Nc2ccccc2)CCN(C(C)C)CC1 | 4.0 | 91.5 | 0.9 | 90.6 | -5.9 | 92.7 | 95.6 | 96.9
Cn1c(NC(=O)c2ccc(Br)o2)cc(=O)n(C)c1=O | -6.5 | 100.9 | 44.5 | 101.8 | -3.5 | · | 99.1 | 93.9
COCCNC(=O)C(c1ccc(C)o1)N(Cc1ccco1)C(=O)c1snc(C(N)=O)c1N (configuration not stated) | -10.9 | 95.7 | 1.7 | 88.6 | 3.3 | 97.2 | 92.6 | 78.6
CCOc1ccc(C(=O)Nc2cccc(-c3cc4ccccc4oc3=O)c2)cc1[N+](=O)[O-] | -6.0 | 104.0 | -7.6 | 97.1 | -2.2 | 105.8 | 105.8 | 106.8
COc1ccc(CCN(C)C(=O)c2ccc(OCC(=O)N3CCOCC3)c(OC)c2)cc1OC | 1.7 | 110.8 | 3.4 | 103.9 | 1.3 | 104.5 | 108.2 | 108.5
COc1cccc(/C=C2/SC(=S)N(CCC(=O)N3CCOCC3)C2=O)c1 | -4.2 | 102.8 | 1.8 | 98.0 | -15.4 | 104.5 | 98.1 | 106.6
O=C(CSCc1cccc(Br)c1)N/N=C/c1ccc2c(c1)OCO2 | 12.1 | 106.0 | 38.8 | 111.5 | 6.0 | 104.5 | 112.1 | 108.2
Cc1nnc(Sc2nc3c(c(=O)n(C)c(=O)n3C)n2Cc2ccccc2Cl)s1 | -5.0 | 96.3 | -1.1 | 100.3 | 17.0 | 105.5 | 104.5 | 102.3
